# 12-LOX inh: blocks human arachidonate 12S-lipoxygenase; P18054; actives 1.1% (n = 580,000); purified 12hLO, xylenol orange hydroperoxide absorbance; Potency, µM (highest dose often 108 µM), inactives show at the top dose activity change, negative = inhibition, hits mostly inhibitors; AID 1671190; active means well fitted inhibition curve with a large enough effect; inconclusive means small, poorly fitted or top-dose-only effect, or another doubt; inactive means no such curve, though single readings can be large or run the other way
# Target sequence (P18054 whole entry, looked up): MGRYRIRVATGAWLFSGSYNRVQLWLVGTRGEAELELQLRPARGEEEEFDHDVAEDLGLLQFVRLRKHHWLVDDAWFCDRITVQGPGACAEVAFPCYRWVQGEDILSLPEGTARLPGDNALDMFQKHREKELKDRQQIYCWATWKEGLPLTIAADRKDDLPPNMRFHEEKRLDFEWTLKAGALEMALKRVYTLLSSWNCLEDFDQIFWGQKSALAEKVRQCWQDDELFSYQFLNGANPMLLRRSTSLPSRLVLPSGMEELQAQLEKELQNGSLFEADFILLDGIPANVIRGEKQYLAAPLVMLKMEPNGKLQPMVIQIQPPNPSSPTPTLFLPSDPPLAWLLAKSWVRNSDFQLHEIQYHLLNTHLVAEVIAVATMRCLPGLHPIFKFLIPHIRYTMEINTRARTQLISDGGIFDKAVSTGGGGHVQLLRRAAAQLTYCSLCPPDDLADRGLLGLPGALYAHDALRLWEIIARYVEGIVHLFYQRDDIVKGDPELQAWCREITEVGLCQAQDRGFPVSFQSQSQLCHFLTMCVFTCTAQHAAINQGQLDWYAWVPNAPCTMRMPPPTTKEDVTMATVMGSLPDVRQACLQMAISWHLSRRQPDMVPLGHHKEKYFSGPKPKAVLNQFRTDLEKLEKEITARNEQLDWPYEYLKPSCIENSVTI
#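 Purified human 12hLO (150 nM final) in 25 mM Hepes, 0.01% Triton X-100, pH 7.0 was preincubated 15 min at room temperature with compound. Then 40 uM arachidonic acid was added, 30 min. Hydroperoxide was read by Fe-XO absorbance ratio 573/405 nm.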
# An asterisk follows results filed as active; ? = inconclusive; ! = not active in a repeat; [ ] = remark or other dose. On the % scale 0 is the no-effect control and ±100 the full control effect; potency means the concentration at half of the fitted maximal effect. Not all compounds are listed, so the mix of outcomes need not match the whole.
12-LOX inh | SMILES
? | Cc1ccc(Cl)cc1OCc1n[nH]c(=S)n1C
8% | O=C1Nc2ccc(Br)cc2C1(O)C(F)(F)F (stereo not given)
1% | Cc1ccccc1N1Cc2c(NCCc3ccccc3F)ncnc2N(C)CC1=O
? | Cc1noc2c(NC3CCC(O)CC3)cc(-c3ccc(Cl)cc3)nc12 (stereo not given)
13% | COc1cccc(CN2CCCC3(CCN(C(=O)c4ccccn4)C3)C2=O)c1OC (stereo not given)
-9% | O=C(Cn1cnc2c(Cl)cc(Cl)cc2c1=O)N1CCCC1c1ccc2c(c1)OCCO2 (stereo not given)
31% | O=C(c1cccnc1)N1CCC2(CNc3ccccc3[S+](=O)([O-])N2)C1 (stereo not given)
-6% | COc1cc(F)ccc1-c1cc(C(=O)NCc2ccc(C(F)(F)F)cc2)[nH]n1
46%[activator] | COc1ccc(NC(=O)N2CCC3(CC2)SCC(=O)N3c2ccc(OC)cc2)cc1
-8% | Cc1ccc(OCC(=O)Nc2ccc(C(=O)Nc3ccccc3C(=O)O)cc2)cc1C
26%[176 µM] | COc1ccc(-n2nc(C)c([C@@H]3C=C[C@@H](NC(=O)Nc4ccccc4)C3)c2C)cc1
9% | CC1CCCC(NC(=O)c2cnc(Cl)c(Cl)c2)C1 (stereo not given)
1% | CCN(CC(=O)NC(C)(C)C)C(=O)Cn1c(=O)c2c(ncn2C)n(C)c1=O
-3% | CCOC(=O)C(N=Nc1nn[nH]n1)C(C)=O (stereo not given)
10% | CN(Cc1cn(-c2ccccc2)nn1)Cc1noc2c1CCCC2
30% | N#Cc1ccc(S(=O)(=O)N2CC(C(=O)NC3CCCCC3)C3(CCOCC3)C2)cc1 (stereo not given)
8% | CC(C)c1noc(C2CCCNCCC(=O)NCC2)n1 (stereo not given)
12%[6.33 µM] | CC(=O)NCCC(=O)N1Cc2ccccc2CC2(CCN(CC3CCOCC3)CC2)C1
41%[activator] | O=c1oc2ccccc2c(N2CCN(c3cccc(C(F)(F)F)c3)CC2)c1CN1CCCC1
-7% | Cc1[nH]c(SC(C)C(=O)Nc2ccc(S(=O)(=O)N3CCCC3)cc2)nc1Cc1ccccc1 (stereo not given)
28% | COC1C(=O)N(c2cccc(F)c2)C12CCN(C(=O)Nc1ccccc1)CC2 (stereo not given)
-6% | CC(C)CC(NC(=O)c1ccc(C(C)C)cc1)C(=O)O (stereo not given)
16% | COc1cc(CNC(=O)Cc2ccc(OC)c(OC)c2)ccn1
5%[12.5 µM] | N#Cc1ccc(CN2CCC(N3CCOC3=O)CC2)cc1
-2% | COc1ccccc1CC(=O)N1CCN(c2cc(-c3cccs3)[nH]n2)CC1
38%[activator] | COC[C@@H]1CN(C(=O)c2ccc(OC)nc2)C[C@H]1c1nc(C)no1
64%[activator] | CS(=O)(=O)N[C@H]1C[C@H]2C(=O)Nc3ccc(-c4cccc(C(F)(F)F)c4)cc3C(=O)N2C1
40%[activator] | COc1ccc(C(=O)N2CCCC(c3nc(-c4cnccn4)no3)CCNC(=O)CC2)c(OC)n1 (stereo not given)
2% | CC1CCC(NC(=O)c2[nH]c3ccccc3c2Cl)CC1 (stereo not given)
-3% | CC(C)CNc1ncnc2c1ncn2[C@H]1CN(Cc2ccncc2)C[C@@H](CO)O1
-17% | C[C@H](CO)N1C[C@H](C)[C@@H](CN(C)S(=O)(=O)c2ccc(F)cc2)OCc2cn(nn2)CCCC1=O
? | O=C(COc1cc(O)c2c(=O)cc(-c3ccccc3)oc2c1)NCc1ccc(F)cc1
? | CCC(NC(=O)Nc1ccc(Br)cc1)c1ccc(C(C)C)cc1 (stereo not given)
4%[176 µM] | Cc1oc(C(O)c2ccccc2)nc1C(=O)Nc1ccc(C(=O)Nc2ccccc2)cc1 (stereo not given)
1% | COc1cc(CC2COC(=O)C2Cc2ccc(O)c(OC)c2)ccc1O (stereo not given)
-2% | O=C(Cn1c(=O)c2c(ncn2Cc2ccccc2)n(Cc2ccccc2)c1=O)Nc1ccccc1F
23% | CCc1cc(C(=O)NCCc2ccccc2OC)sc1C
25µM* | c1ccc2c(-c3ccn[nH]3)cccc2c1
? | COc1ccccc1-c1cc(C(=O)NCc2ccnc(N)c2)c2c(c1)ncn2C
0% | CC(C)C1CN(C(=O)c2cncc(F)c2)CCC(=O)N1Cc1ccc(F)cc1 (stereo not given)
-12% | CC(=O)N1CCc2nc3sc(C(=O)Nc4cccc(F)c4)c(N)c3c(C(F)(F)F)c2C1
17% | Cc1nc(C)c(C(=O)N2CCCC(COc3ccccc3C(=O)N3CCCC3)C2)s1 (stereo not given)
-1% | COC[C@@H]1CN(S(=O)(=O)c2cnc[nH]2)C[C@H]1c1ccccn1
-18% | COc1ccc(C2(C(=O)NC3CCN(C(=O)N4CC5CC(C4)[C@H]4CCCC(=O)N4C5)CC3)CC2)cc1 (stereo not given in full)
? | CSc1nc(Nc2cccc(F)c2)c(C#N)c(-c2ccccc2)n1
2% | COC(=O)[C@]12CCCCC=C1N(Cc1ccccc1)C(=O)[C@H](CC(=O)NCCC(C)C)C2
0% | OCC1OC(c2ccc(OCc3ccccc3)cc2OCc2ccccc2)C(O)C1O (stereo not given)
-13% | COc1cccc(OCC(=O)c2ccc3c(c2)N(CCCC(=O)NCC2CCCO2)C(=O)CO3)c1 (stereo not given)
? | O=C1CC(c2cccc(Cl)c2)Cc2nc3nc(C(F)(F)F)nn3cc21 (stereo not given)
-4%[176 µM] | CC(=O)NC[C@@H]1C=C(C)[C@H](Cc2nnc(-c3cncn3C)o2)C[C@H]1C(C)C

# Records listed above that bear a hit mark in 12-LOX inh.
12-LOX inh | SMILES
25µM* | c1ccc2c(-c3ccn[nH]3)cccc2c1

# Next section
12-LOX inh | SMILES
-16% | Cn1c(=O)c2cc(NC(=O)NCCc3cccs3)ccc2n1Cc1ccccc1
7% | CC(C)c1nnc2sc(-c3c[nH]c4ccccc34)nn12
-18% | CC(=O)Nc1cncc(-c2cccc(S(C)(=O)=O)c2)n1
7% | Brc1cccc(-c2nc3ccccc3o2)c1
-17% | CCOc1ccc(S(=O)(=O)[C@H]2CS(=O)(=O)C[C@@H]2NCc2ccco2)cc1
14% | COCCNC(=O)Cn1cc(S(=O)(=O)Cc2ccccc2F)c2ccccc21
7% | COc1ccc(-c2noc(-c3nc(-c4ccc5c(c4)OCO5)no3)n2)cc1
? | CCN1CCCC1CNC(=O)CCNc1nc(Cl)nc2nc[nH]c12 (stereo not given)
? | COCc1cc(=O)n(CC(=O)Nc2cccc(Br)c2)c(N2CCOCC2)n1
0% | CCN(CC)S(=O)(=O)c1ccc2c(c1)nc(SCC(=O)Nc1ccc(OC)cc1)n2CC
6% | CO[C@H]1C(=O)N(C2CCN(C(=O)c3cnccc3C)CC2)[C@H]1c1ccncc1
-7% | COCCN1CCC(N2CCN(C(=O)c3cccc(Cl)c3)CC2)C1=O (stereo not given)
-5% | COc1ccc(CN2CCc3nc(C(=O)Nc4ccc(Cl)cc4)oc3CC2)cc1OC
-2% | COCc1cccc(-c2csc(C(O)c3ccc(F)cc3)n2)c1 (stereo not given)
-45% | CC(C)(C)C(=O)COc1ccc(S(C)(=O)=O)cc1
-27%[176 µM] | CCCCCC(=O)N[C@H]1C[C@@H](Cc2cc(COC(=O)CCCCC)on2)C1(C)C
-23% | NS(=O)(=O)c1ccc(NC(=O)CN(Cc2ccc3c(c2)OCO3)C2CCCC2)cc1
-4% | CN(CCOC(=O)c1ccccc1Br)C(C)(C)C
-3% | CCCCn1c(=O)n(CC(O)COc2ccc(OCC)cc2)c(=O)c2c1ncn2CCOC (stereo not given)
? | CS(=O)(=O)c1ccccc1C(=O)Nc1ccc(-c2ccccc2)cc1
? | Cc1cccc(-n2nc(C)c(C(=O)N3CCc4ccccc4C3)c2-n2cccc2)c1
? | CCCC(C)NC(=O)CSc1nc2ccccc2o1 (stereo not given)
9% | CC(C)CN(CC1CN(C(=O)c2ccc(Cl)c(Cl)c2)CCO1)C(=O)c1cccc(F)c1 (stereo not given)
47%[activator] | CCc1nn(-c2ccccc2)c(Oc2ccccc2OC)c1CCC(=O)NCC1CC1
-52% | COc1ccc(NC(=O)C2(C)Cc3c(-c4ccc(C(N)=O)cc4)ccnc3O2)cc1 (stereo not given)

# In the list so far, these contain bromine.
12-LOX inh | SMILES
8% | O=C1Nc2ccc(Br)cc2C1(O)C(F)(F)F (stereo not given)
? | CCC(NC(=O)Nc1ccc(Br)cc1)c1ccc(C(C)C)cc1 (stereo not given)
7% | Brc1cccc(-c2nc3ccccc3o2)c1
? | COCc1cc(=O)n(CC(=O)Nc2cccc(Br)c2)c(N2CCOCC2)n1
-4% | CN(CCOC(=O)c1ccccc1Br)C(C)(C)C

# Four compounds drawn at random from those above, as already listed:
12-LOX inh | SMILES
-1% | COC[C@@H]1CN(S(=O)(=O)c2cnc[nH]2)C[C@H]1c1ccccn1
-18% | COc1ccc(C2(C(=O)NC3CCN(C(=O)N4CC5CC(C4)[C@H]4CCCC(=O)N4C5)CC3)CC2)cc1 (stereo not given in full)
17% | Cc1nc(C)c(C(=O)N2CCCC(COc3ccccc3C(=O)N3CCCC3)C2)s1 (stereo not given)
2% | CC1CCC(NC(=O)c2[nH]c3ccccc3c2Cl)CC1 (stereo not given)

# The list continues.
12-LOX inh | SMILES
6% | Cc1ccccc1OCC(=O)Nc1cccn2nc(-c3cccnc3)nc12
-12% | CCCN1C(=O)c2[nH]nc(-c3ccccc3)c2C1c1ccc(Br)cc1 (stereo not given)
33% | CC1CCN(C(=O)CCC(=O)Nc2ccc([N+](=O)[O-])cc2)CC1
? | CN(C)C(=O)c1cccc(-c2cccc(-c3nc(C(=O)NCc4ccccc4)cc4c3[C@@H](CCO)N(S(=O)C(C)(C)C)C4)c2)c1 (stereo not given in full)
10% | O=C1c2c(-c3nc(-c4ccsc4)no3)nnn2CCN1Cc1ccccc1F
? | COCCNC(=O)c1cc(C2CC2)nc2c1c(C1CCNCC1)nn2C
? | O=C(c1ccccc1)N1CCC(c2nc(C3CCOCC3)no2)C1 (stereo not given)
-28% | CC(=O)N1CCN(S(=O)(=O)c2cccc(C(=O)N3CCN(S(=O)(=O)c4c(C)c(C)cc(C)c4C)CC3)c2)CC1
2% | O=C(C1CCCCC1)N1C[C@@H](O)[C@H](n2cc(C3CC3)nn2)C[C@@H]1c1ccccc1
19% | CC(=O)Nc1ccc(C2(C(=O)NCc3ccc(C)o3)CCC2)cc1
10% | CC1(c2ccccc2)N(Cc2ccccc2)C(=O)OC12CCN(Cc1ccc(C(=O)O)cc1)CC2 (stereo not given)
2% | CCN(Cc1ccncc1)Cc1ccc2c(c1)CN(C(=O)c1cccc(-n3nc(C)cc3C)c1)CCO2
58%[activator][176 µM] | CC(C)CCN1CCn2c(nnc2-c2cccnc2)C1
16% | O=C(C1CCC1)N(C1CCCCC1)C1CCCCC1
32%[activator] | O=C(Cc1c[nH]c2ccccc12)N1CCC(c2nc(C3CC3)n[nH]2)CC1
-15% | O=C(C(c1ccccc1)N1CCN(C2CCS(=O)(=O)C2)CC1)N1CCOCC1 (stereo not given)
? | O=C1NCc2ccccc2CC12CCCN2Cc1ccc(Cl)s1 (stereo not given)
-5% | Cc1cccc(NC(=O)CNC(=O)c2ccc(S(=O)(=O)NCc3ccco3)cc2)c1C
4% | C[C@H]1CN([C@@H](C)CO)C(=O)CCCn2nncc2CO[C@H]1CN(C)C(=O)NC1CCCCC1
? | c1ccc2c(c1)ccn1c(Cc3ccsc3)c(C3CCCCC3)nc21
18% | CCCS(=O)(=O)N1CCC(Cc2nc(-c3ccncc3)n[nH]2)C1 (stereo not given)
? | C#CCNc1cccc2c1S(=O)(=O)N[C@H](C)CO2
12% | O=C(NCc1ccccc1F)c1ccc2c(c1)CN(C1CCSCC1)CCO2
-1% | Cc1cc(N=O)c(C)cc1O
-15%[6.33 µM] | O=C(NCC1CC1)c1cc(C2CC2)nc2onc(C3CCCN3)c12 (stereo not given)
? | CCN1CCC(c2nc3ccc(F)cc3c(=O)[nH]2)CC1
13% | Nc1nccnc1C(=O)NCCNc1ncc(C(F)(F)F)cc1Cl
? | N#Cc1ccc(C(=O)N2CCCCC2c2cc(C(=O)Nc3ccc4c(c3)OCO4)no2)cc1 (stereo not given)
3% | CCCS(=O)(=O)NC(=O)C1(C)CCN(C(=O)CSc2ccccc2)C1 (stereo not given)
-5% | O=C(CCc1cccnc1)Nc1nc(-c2ccc3c(c2)CCO3)cs1
? | Cc1ccc(C(=O)O)cc1-c1ccc(/C=C(/C#N)c2nc3ccccc3[nH]2)o1
-11% | COc1ccc(NC(=O)Cn2c(C)cc3nc4n(c(=O)c32)CCC4)cc1Cl
10% | Cc1ccc(C)c(C(=O)N2CC(C(=O)NCCc3ccncc3)C3(CCOCC3)C2)c1 (stereo not given)
65% | Cc1cc(CC(C)n2ccnc2-c2cc3n(n2)CCCNC3)n[nH]1 (stereo not given)
32µM*! | C/C(=N\NC(N)=S)c1cc(C(C)(C)C)cc2c1CCC2(C)C
-22%[57.4 µM] | COc1cc(C(=O)N2CCC(N3CCN(C)CC3)CC2)ccc1Nc1ncc2c(n1)N(C)c1ccccc1C(=O)N2C

# Ordered by molecular weight (smallest number first): part of the list above.
12-LOX inh | SMILES
-5% | O=C(CCc1cccnc1)Nc1nc(-c2ccc3c(c2)CCO3)cs1
? | Cc1ccc(C(=O)O)cc1-c1ccc(/C=C(/C#N)c2nc3ccccc3[nH]2)o1
3% | CCCS(=O)(=O)NC(=O)C1(C)CCN(C(=O)CSc2ccccc2)C1 (stereo not given)

# High-throughput results (PubChem)
